LGR2 inh: inhibitors of bursicon-induced Drosophila LGR2 receptor cAMP signaling; inhibition, % at 9.99 µM; 380,000 compounds, 0.35% hits; HEK293 LGR2, CRE-luciferase, bursicon-stimulated, 4 h;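 active = drop in luminescence signal, shown as inhibition above about 50% in the replicate tests, limit read from the data, passing the limit was not always enough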;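 note: agonist challenge used bursicon conditioned medium at about half maximal strength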
S100A4 MyoIIA: S100A4-myosin IIA interaction inhibition. S100A4/TAMRA-MyoIIA peptide fluorescence polarization. P26447. 360,000 compounds, 0.14% hits. AID 652163. inhibition, % at 10.7 µM;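 active = mean inhibition of at least 70% across replicates, with every replicate also reaching that level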
Target sequence (P26447 whole entry, looked up): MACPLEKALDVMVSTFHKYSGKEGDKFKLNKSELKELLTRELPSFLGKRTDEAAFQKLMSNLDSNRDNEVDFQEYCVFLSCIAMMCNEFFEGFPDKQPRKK
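Material: S100A4 monomer protein | Medium: HEPES pH 7.2 with CaCl2, KCl, NaCl, DTT, Triton | Reagent: Labelled myosin peptide probe, 5 nM | Doses: One dose per compound | Times: 5 min incubation before reading | Benchmarks: Neutral control DMSO, positive control TFP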
EWS-Fli block: blocks EWS/Fli oncoprotein-driven transcription. 350,000 compounds, 0.67% hits. A673 NR0B1-luciferase reporter, viability-normalised. inhibition, % at 12.6 µM;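 active = mean inhibition of at least 50% after viability correction, with every replicate also passing that limit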;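 note: firefly luciferase signal divided by Alamar Blue viability fluorescence both relative to DMSO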
PAX8 reporter: PAX8 transcriptional activity inhibition | RMG-I TPO-luciferase reporter, SteadyGlo, 24 h | inhibition, % at 12.6 µM | 360,000 compounds, 1.2% hits | AID 652154;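 active = mean replicate inhibition at least 60% with every replicate also reaching 60%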;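 note: luciferase light reporting Pax8 driven TPO promoter activity; plate controls were median of neutral control wells for no effect and mitoxantrone controls for full effect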
PGC1a acetyl inh: PGC1a acetylation modulation, inhibitor mode. AID 651687. U2OS PGC1a acetylation, AlphaScreen anti-acetyl-lysine; with virally co-expressed GCN5 acetyltransferase. inhibition, % at 15.6 µM. 350,000 compounds, 0.17% hits;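 active = every replicate shows inhibition of at least 40%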;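 note: 0% = neutral control wells and 100% = positive control wells; some results beyond the cut were filed as inactive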
ERAP1 inh: blocks human ERAP1 aminopeptidase activity; Q9NZ08; recombinant ERAP1, Leu-AMC fluorescence, 60 min; inhibition, % at 10.7 µM; 340,000 compounds, 0.15% hits; AID 652197;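 active = mean replicate inhibition of at least 30%, or all replicates individually reaching that 30% level; inactive = mean below 30% and not every replicate reaching it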;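 note: 0% = neutral control wells and 100% = L-leucinethiol positive control wells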
FN deposition inh: fibronectin deposition inhibition; AH1F fibroblasts, Alexa488-fibronectin deposition fluorescence, overnight; inhibition, % at 12.6 µM; 350,000 compounds, 0.086% hits;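 active = mean inhibition across replicates of 30% or more, regardless of how many single replicates reach that level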;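 note: positive control wells lacked labelled fibronectin entirely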
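Measured by – fluorescence 485/525 nm · System – AH1F fibroblast monolayer, labelled fibronectin deposition · Amount – 10000 cells per well · Buffer or medium – serum-reduced DMEM (2% serum) · Doses – single dose, pinned · Also added – fluorescent fibronectin at 24 nM final · Schedule – 1 h cell attachment, overnight exposure to compound and label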
PglD inh: blocks C. jejuni PglD acetyltransferase activity; purified PglD enzyme, DTNB colorimetric CoA detection; inhibition, % at 12.5 µM; 360,000 compounds, 0.098% hits; AID 602405; in the data active = inhibition above about 16%, passing the limit was not always enough; note: strong numbers were not always called active
Numbers without * were called inactive; . = not tested or not shown. Compounds were not picked by outcome. About 2.1% of those tested had a hit in this group.

1: COc1ccccc1NC(=O)N[C@@H]1CC[C@@H](CCNS(=O)(=O)c2ccc(F)cc2)O[C@@H]1CO
2: COc1cc(CN2CCNC(=O)C2CC(=O)N2CCCO2)cc(OC)c1 (centres undefined)
3: O=C(c1ccccn1)N1CC2(C1)[C@H](c1ccccc1)[C@@H](CO)N2C(=O)C1CCCCC1
4: COc1cc(NC(=O)C2CC3CCC2C3)c(OC)cc1Cl (centres undefined)
5: CC(C)Cc1nnc(NC(=O)c2cccc(S(=O)(=O)N3CCOCC3)c2)s1
6: CCN1CCN(CCC(=O)Nc2ccc(F)c(F)c2)CC1

compound no.,1,2,3,4,5,6
LGR2 inh,-13.7,-4.9,13.3,7.2,-12.2,20.5
S100A4 MyoIIA,-1.2,-0.6,-44.2,4.2,2.9,-0.8
EWS-Fli block,7.6,9.1,5.2,3.9,14.7,9.0
PAX8 reporter,5.6,-13.7,.,-2.6,-4.5,11.0
PGC1a acetyl inh,0.6,-1.1,2.9,-4.6,-9.4,.
ERAP1 inh,-1.0,1.7,1.0,2.9,2.4,1.4
FN deposition inh,.,3.1,-7.1,-3.5,6.5,2.1
PglD inh,2.4,.,.,-4.8,-0.4,-6.5

7: CCC(=O)N1[C@H](CO)[C@@H](c2ccccc2)[C@@H]1CNC(=O)CN1CCOCC1
8: Cc1ccc(S(=O)(=O)N[C@@H]2CC[C@H](CC(=O)NC3CCCCC3)O[C@@H]2CO)cc1
9: CCN(CCNC(=O)C1CCCN(S(=O)(=O)c2cnc[nH]2)C1)c1ccccc1 (centres undefined)
10: CN(CCO)c1cc(N2CCN(C(=O)c3ccco3)CC2)c2nonc2c1[N+](=O)[O-]
11: CC(C)NC[C@@H]1[C@H](c2ccc(C3=CCCCC3)cc2)[C@H](CO)N1C(=O)NC(C)C
12: Cc1cc(=O)[nH]c(-c2ccccc2O)n1

compound no.,7,8,9,10,11,12
LGR2 inh,-9.2,28.0,13.6,.,1.9,3.0
S100A4 MyoIIA,6.5,-63.8,-2.3,1.6,-21.6,1.9
EWS-Fli block,-0.7,-1.3,-1.7,1.8,11.6,9.9
PAX8 reporter,4.8,-12.9,-6.2,-7.2,36.9,.
PGC1a acetyl inh,5.8,-4.8,0.1,.,-21.4,-8.4
ERAP1 inh,-2.4,2.5,.,5.7,1.9,-7.5
FN deposition inh,-0.7,6.8,0.3,7.5,8.7,.
PglD inh,0.5,-1.5,4.1,-8.8,3.4,-4.3

13: COc1cccc(C2Oc3ccccc3C3CC(c4cccs4)=NN32)c1 (centres undefined)
14: Cc1ccccc1-n1c(=O)cc(N2CCc3ccccc3C2)[nH]c1=O
15: CC(C)(C)OC(=O)n1cc(CCO)c2ccccc21
16: O=C(N/N=C\c1ccco1)Nc1cccc(Cl)c1
17: O=C(CSCCS(=O)(=O)c1ccc(Cl)cc1)Nc1ccccc1
18: Cc1ccc(C2(c3noc(CN4C[C@@H](C)O[C@@H](C)C4)n3)CCCC2)cc1

compound no.,13,14,15,16,17,18
LGR2 inh,-59.2,-7.1,-10.7,-74.5,-2.9,19.1
S100A4 MyoIIA,-8.9,-0.8,2.1,-2.3,2.4,-2.6
EWS-Fli block,-42.9,7.7,-4.4,-40.8,12.9,11.7
PAX8 reporter,-1.4,.,-12.8,-185.3,13.6,20.3
PGC1a acetyl inh,-7.6,3.0,3.4,.,.,.
ERAP1 inh,1.1,-2.5,-2.6,-3.5,0.6,0.6
FN deposition inh,4.2,.,9.1,2.4,5.4,-3.8
PglD inh,0.7,-3.7,-1.3,.,.,1.3

19: COc1ccc(NC(=O)N(C)C[C@@H]2Oc3ncc(C#CCC(C)C)cc3C(=O)N([C@H](C)CO)C[C@@H]2C)cc1
20: Cc1nn(C)cc1CN(C)C(=O)c1cc(COc2ccc(F)cc2F)on1
21: c1cc(-c2cc3nc(NCC4CC4)ccn3n2)ccc1OCCN1CCOCC1
22: COc1ccc(C2NC(=O)N(CCCC(=O)O)C(C)=C2C(=O)OCc2ccccc2)cc1 (centres undefined)
23: O=C1C2CCCCN2C(=O)N1CCCCN1CCN(c2ccccc2Oc2ccccc2)CC1 (centres undefined)
24: Nc1ccc2ccc(N)cc2c1

compound no.,19,20,21,22,23,24
LGR2 inh,-33.6,8.9,-22.3,-12.1,-2.4,-17.8
S100A4 MyoIIA,4.2,2.1,-1.8,-4.8,-11.9,-4.2
EWS-Fli block,3.6,-4.7,-24.0,-5.9,21.9,-8.3
PAX8 reporter,.,-4.4,-14.8,-11.4,7.1,-7.2
PGC1a acetyl inh,16.6,5.0,6.0,.,-4.8,.
ERAP1 inh,5.9,-0.3,2.3,-3.4,0.8,0.7
FN deposition inh,4.4,2.1,-8.1,-0.9,1.1,11.0
PglD inh,3.7,0.3,-1.9,.,-3.3,.

25: O=C(c1ccc(Oc2ccc(Cl)cc2)c([N+](=O)[O-])c1)N1CCCC1
26: C[C@@H]1CCCCO[C@H](CN(C)C(=O)CCCN(C)C)[C@@H](C)CN([C@H](C)CO)C(=O)c2cc(NC(=O)CCC(F)(F)F)ccc2O1
27: Cc1ccc(C(=O)Nc2ccc(S(=O)(=O)NC3=NCCCCC3)cc2)cc1S(=O)(=O)N1CCOCC1
28: COc1ccc(S(=O)(=O)NN(C)c2ncc(C(F)(F)F)cc2Cl)cc1
29: O=C(NC1=NCCS1)C1CCN(S(=O)(=O)c2ccc(Cl)cc2)CC1
30: c1ccc(C(CN2CCCCC2)Oc2ccccn2)cc1 (centres undefined)
31: C[C@H]1CN([C@@H](C)CO)C(=O)c2cc(-c3cccc(F)c3)cnc2O[C@H]1CN(C)C(=O)c1cccc(F)c1
32: COc1ccc(Cl)cc1NC(=O)c1cccc(NC(=O)CCC(=O)O)c1

compound no.,25,26,27,28,29,30,31,32
LGR2 inh,24.2,8.6,-1.5,9.1,-5.7,5.1,-20.3,0.0
S100A4 MyoIIA,0.1,-4.0,-2.1,21.1,0.5,-3.6,-5.6,-5.2
EWS-Fli block,8.4,-14.9,3.1,8.1,-0.2,1.8,-3.3,-3.6
PAX8 reporter,-0.1,0.2,1.4,9.0,-6.3,2.8,1.3,-0.9
PGC1a acetyl inh,1.7,8.3,-23.9,.,-0.3,13.4,5.0,7.2
ERAP1 inh,-2.6,-1.4,2.3,4.4,-0.6,1.8,1.1,7.1
FN deposition inh,2.2,.,1.4,1.9,-5.9,4.1,-8.6,-7.7
PglD inh,-0.2,-3.1,1.3,.,-3.4,4.8,-7.2,0.0

Bioassay records as filed in PubChem BioAssay.
